Rtt109 HAT inh – blocks Candida albicans Rtt109/Vps75 acetyltransferase activity | Q5AAJ8 | purified Rtt109/Vps75, ThioGlo CoA-SH fluorescence, 4 h | inhibition, % at 34.9 µM | 0.16% of 330,000 active;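 active = inhibition of at least 50% in every replicate; inconclusive = best replicate reaches 50% inhibition but some replicates fall short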
Target sequence (Q5AAJ8 whole entry, looked up): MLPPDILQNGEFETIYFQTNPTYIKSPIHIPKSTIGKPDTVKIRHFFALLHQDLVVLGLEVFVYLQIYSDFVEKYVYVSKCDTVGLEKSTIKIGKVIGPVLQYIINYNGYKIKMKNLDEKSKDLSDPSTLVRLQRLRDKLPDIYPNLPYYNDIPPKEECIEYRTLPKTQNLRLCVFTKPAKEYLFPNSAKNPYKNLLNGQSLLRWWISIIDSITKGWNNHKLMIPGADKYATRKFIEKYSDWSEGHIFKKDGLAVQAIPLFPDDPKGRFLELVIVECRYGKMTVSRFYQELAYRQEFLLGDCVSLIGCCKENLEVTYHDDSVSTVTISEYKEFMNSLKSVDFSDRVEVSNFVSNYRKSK
MITF TRPM1 HTS – MITF TRPM1 promoter activation in melanoma cells. 0.75% of 300,000 active. SK-MEL-5 TRPM1-promoter luciferase, 24 h; % of positive control, neutral wells = 0. AID 588334. activation, % at 12.5 µM;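 active = mean activation of at least 80% with every replicate also reaching 80%; inconclusive = mean reaches 80% but some replicate falls short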;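 also: 0% = neutral control wells and 100% = parthenolide positive control wells; values of inactives mirror those of a sister screen read the other way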
dFosB act – enhances mouse delta FosB homodimer DNA binding. P13346. purified delta FosB, TAMRA-CDK5 oligo fluorescence polarization; percent of positive-control signal above neutral wells. activation, % at 25 µM. 0.99% of 340,000 active. AID 493131;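 active = mean activation above about 17%, with every replicate also reaching it, limit read from the data, passing the limit was not always enough; inconclusive = only one of the two conditions met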;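 also: fluorescence polarization rise as delta FosB binds a TAMRA Cdk5 AP-1 oligo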
Wnt act – activates Wnt/beta-catenin signaling in a reporter cell assay | activator, plate reader | activation, % at 9.35 µM | 1.2% of 300,000 active; in the data active = activation above about 30%, passing the limit was not always enough; inconclusive = no clear call, values can overlap the other calls;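 also: 0% = neutral control wells and 100% = positive control wells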
Tat transport – blocks Tat-dependent protein export in E. coli; E. coli MC4100 TorA-mCherry Tat export, fluorescence; 0.036% of 340,000 active; inhibition, % at 10 µM;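 active = mean replicate inhibition at least 50% and at least half of replicates individually reaching 50%; inconclusive = only one of the two criteria met; inactive = neither criterion met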;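 also: exported cargo escapes ClpAP degradation while cytoplasmic cargo is degraded and loses fluorescence; 0% = median of neutral control wells and 100% = median of NaSCN control wells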
CAL PDZ FP-1 – human CAL PDZ-peptide interaction inhibition; purified CAL PDZ, TMR-peptide fluorescence polarization, 1 h; AID 504414; inhibition, % at 20 µM; 0.02% of 330,000 active;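 active = highest replicate inhibition of at least 40%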;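 also: plate controls were DMSO neutral control wells for no effect and unlabeled competitor peptide control wells for full effect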
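material = purified tagged CAL PDZ domain construct (CerCALP) | compound dosing = 20 µM, one dose | times = 1 h at RT | measured by = fluorescence polarization from S- and P-plane intensities, G-factor corrected | read-out = inhibition from polarization loss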
CDK5 p35 inh – blocks human CDK5/p35 kinase activity | inhibition, % at 10 µM | 0.01% of 330,000 active | Recombinant CDK5/p35, ADP-Glo luminescence, 60 min;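 active = highest replicate inhibition of at least 50% and at least 75% of replicates reaching 50%; inconclusive = only one of the two criteria met; inactive = both criteria failed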;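 also: plate controls were DMSO neutral control for no effect and GW8510 at 10 µM for full effect; many of its hits are not listed in these tables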
Target sequence (Q00535 whole entry, looked up): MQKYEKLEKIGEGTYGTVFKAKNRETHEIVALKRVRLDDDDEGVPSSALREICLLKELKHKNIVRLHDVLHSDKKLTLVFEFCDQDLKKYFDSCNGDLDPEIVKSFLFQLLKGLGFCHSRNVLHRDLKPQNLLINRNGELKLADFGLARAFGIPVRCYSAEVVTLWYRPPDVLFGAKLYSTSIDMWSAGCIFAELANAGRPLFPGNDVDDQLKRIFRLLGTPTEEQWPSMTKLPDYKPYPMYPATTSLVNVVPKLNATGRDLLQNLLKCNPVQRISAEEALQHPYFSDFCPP
Target sequence (Q15078 whole entry, looked up): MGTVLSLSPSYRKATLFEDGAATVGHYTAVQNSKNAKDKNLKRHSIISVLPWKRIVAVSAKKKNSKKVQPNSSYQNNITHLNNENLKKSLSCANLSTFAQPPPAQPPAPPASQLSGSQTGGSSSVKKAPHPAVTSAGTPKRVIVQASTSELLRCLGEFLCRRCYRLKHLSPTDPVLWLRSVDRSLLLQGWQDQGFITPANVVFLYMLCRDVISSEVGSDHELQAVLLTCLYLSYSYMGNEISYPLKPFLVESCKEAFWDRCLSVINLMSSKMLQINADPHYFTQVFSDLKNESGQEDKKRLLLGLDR
V-ATPase pHluor – alters yeast V-ATPase proton transport | S. cerevisiae, pHLuorin cytosolic pH fluorescence | response, % at 10 µM | 0.37% of 350,000 active | AID 504577; in the data active = response mostly above about 7.3%, no sharp cut-off; inactive = mostly below about 5.4%; also: actives read high; inactives centre near 0; some compounds called inactive have numbers as strong as hits; reference of the scale not given here
cardiac RTF act – increases calcium sensitivity of human cardiac regulated thin filaments. P19429+P45379. IANBD-labeled TnC RTF fluorescence at EC20 calcium; 0% EC20 calcium, 100% full calcium. activation, % at 7.2 µM. 0.24% of 340,000 active;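 active = activation above the mean over all tested compounds plus 3 SD, cut at about 30% in these data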;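 also: rise in fluorescence read as greater calcium sensitivity of cardiac thin filaments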
CAL PDZ FP-2 – CAL PDZ (human) peptide binding inhibition; 0.92% of 300,000 active; AID 602252; inhibition, % at 24.9 µM; Q9HD26; purified CAL PDZ, TMR-peptide fluorescence polarization, 1 h;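 active = mean inhibition of at least 30% with at least half of replicates also reaching 30%; inconclusive = no clear call, values can overlap the other calls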;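 also: 0% = DMSO neutral control and 100% = excess unlabeled competitor peptide PRC23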
Starred values were filed as active, the others as inactive; ? = inconclusive; nt = not tested or not shown.

SMILES	Rtt109 HAT inh	MITF TRPM1 HTS	dFosB act	Wnt act	Tat transport	CAL PDZ FP-1	CDK5 p35 inh	V-ATPase pHluor	cardiac RTF act	CAL PDZ FP-2
COc1ccc(-c2cccc(C(=O)N3CCOCC3)c2)cc1	-6	31	1	8	-4	-1.4	-0.1	-2	-3	2
O=C(CCCN1C(=O)/C(=C/c2ccc(F)cc2)SC1=S)NC1CCS(=O)(=O)C1 (configuration not stated)	0	-11	-8	-2	7	-3.0	0.5	4	-1	-1
CCOC(=O)c1c(-c2ccccc2)csc1NC(=O)C1CCCO1 (configuration not stated)	13	-4	-1	-8	0	1.5	-14	1	5	0
Oc1ccc(/C=N/N2CCN(C3c4ccccc4-c4ccccc43)CC2)c(O)c1	nt	-10	-8	-5	4	-0.3	0.1	2	3	2
Cc1nn(Cc2ccccc2Cl)c2sc(C(=O)NCc3ccc4c(c3)OCO4)cc12	1	7	-9	nt	2	-0.8	2.4	nt	6	-2
COc1ccccc1C(=O)NCC(=O)N/N=C/c1cc(Br)ccc1OCc1ccccc1	2	-4	-7	-1	5	-5.3	-0.1	1	-3	3
O=C(Nc1ccc(F)cc1)c1ccccc1NC(=O)C1CCCCC1C(=O)O (configuration not stated)	5	nt	5	5	0	-0.4	1.1	-39	0	8
COc1ccc(C)cc1NC(=O)CCNS(=O)(=O)c1cccc(C(F)(F)F)c1	5	1	-5	-2	-10	-0.2	1.2	3	-2	-11
Cc1cccc(NC(=O)CNC(=O)COC(=O)CCS(=O)(=O)c2ccccc2)c1C	-4	7	-6	5	1	-1.3	1.7	1	-3	-2
O=C(Nc1cccc(S(=O)(=O)Nc2ccccc2F)c1)c1ccc2ccccc2n1	10	1	-11	-1	17	-0.6	1.6	3	-3	nt
CCn1c(-c2ccc3[nH]c(C)c(C)c3c2)n[nH]c1=S	7	7	-9	-9	-3	-1.8	4.2	1	2	-4
COc1ccc(NS(=O)(=O)c2cc(NC(=O)CC(C)(C)C)ccc2N2CCCC2)cc1	-4	-10	1	-1	20	0.3	-3.1	-1	-2	0
COC(=O)C1=CN(CCCN2CCCC2=O)C=C(C(=O)OC)C1c1cccs1	-16	nt	1	nt	2	-1.4	0.3	-2	-1	-7
CCC(=O)c1ccc(N2CCN(C(=O)c3ccc(Br)cc3)CC2)c(F)c1	3	1	2	0	2	-0.9	12	-3	3	-1
O=C(Nc1ccc2nsnc2c1)c1cccs1	-47	-7	-4	9	4	nt	1.0	0	5	-1

Taken from above.
CCn1c(-c2ccc3[nH]c(C)c(C)c3c2)n[nH]c1=S @ CAL PDZ FP-2 = -4
Cc1cccc(NC(=O)CNC(=O)COC(=O)CCS(=O)(=O)c2ccccc2)c1C @ cardiac RTF act = -3

Next entries follow.
SMILES	Rtt109 HAT inh	MITF TRPM1 HTS	dFosB act	Wnt act	Tat transport	CAL PDZ FP-1	CDK5 p35 inh	V-ATPase pHluor	cardiac RTF act	CAL PDZ FP-2
COc1ccc(Nc2c([N+](=O)[O-])ccc3c2=NC2(CCCCC2)N=3)cc1	-1	-1	-9	-1	-8	0.2	0.8	-2	-4	nt
Cc1ccc(S(=O)(=O)N2CCOCC2)cc1NC(=O)CN(C)C1CCS(=O)(=O)C1 (configuration not stated)	-6	7	-1	0	2	-0.3	1.0	-1	-3	-4
O=C(O)c1cc(Cl)nc2ccccc12	1	-5	-1	-1	2	-1.9	0.8	8	-1	1
CC(NS(=O)(=O)c1ccc2c(c1)C(=O)c1cc(S(=O)(=O)NC(C)C(=O)O)ccc1-2)C(=O)O (configuration not stated)	3	7	0	1	-9	-3.1	-2.3	0	3	-2
CCOC(=O)c1oc2c(O)c(O)ccc2c(=O)c1-c1nncn1-c1ccccc1	3	-4	1	nt	11	-0.3	-1.9	2	1	-1
COc1ccc(NC(=O)CN2C(=O)C(C)Oc3ccccc32)cc1 (configuration not stated)	-1	4	11	nt	-6	-2.0	2.2	0	-3	0
O=C(Nc1ccc(Cl)c(S(=O)(=O)N2CCOCC2)c1)c1cccs1	-9	-3	-16	1	-2	-2.5	-1.1	-1	-4	-5
COc1ccc(C(=O)COC(=O)c2nn(C)c(=O)c3ccccc23)c(OC)c1	-10	-3	-35	0	-4	-3.3	-1.1	-1	2	2
COc1ccc(NC(=O)CCCn2cc([N+](=O)[O-])cn2)cc1	1	-3	3	0	6	0.0	-1.3	0	4	21
C=C(C)CN(CC)C(=O)CN1C(=O)NC2(CCCc3ccccc32)C1=O (configuration not stated)	28	-17	2	-1	-5	-3.8	-0.6	0	6	0
COC(=O)NNC(=O)c1ccc(Cl)cc1Cl	5	-6	-3	-3	-5	-2.3	0.7	1	-1	-2
CC1(C)OC(=O)C(=CNc2cccc(C(=O)O)c2)C(=O)O1	28	nt	-2	6	4	-3.5	-1.5	1	5	-4
CC(=O)Nc1ccc(S(=O)(=O)NNC(=O)c2ccc(S(=O)(=O)N3CCCCC3)cc2)cc1	1	13	0	nt	12	-0.4	0.2	0	2	0
COc1ccc(S(=O)(=O)N2CCCCC2)cc1NC(=O)CN(C)C1CCCCC1	2	-15	-15	-1	2	-0.4	0.9	-1	1	0
CCOC(=O)c1c(NC(=S)N2CCOCC2)sc(C)c1C	3	nt	-3	2	-3	-0.2	-1.0	1	-2	nt
COc1cccc(CNS(=O)(=O)c2cc(CN3C(=O)c4cccnc4C3=O)ccc2OC)c1	6	-4	2	1	-12	-2.5	-0.5	-2	-4	-3
Cc1cccc(/C(N)=N/OC(=O)Cc2cccc3ccccc23)c1	1	12	-5	0	-4	-3.9	-0.9	1	-4	-3
Cc1occc1C(=O)N/N=C/c1ccc2c(c1)OCO2	-7	8	-10	38*	-4	-2.7	5.1	-2	0	0
O=C(CSc1n[nH]c(=O)n1C1CC1)Nc1cc(Cl)ccc1Oc1ccccc1	3	nt	-10	nt	7	nt	0.8	4	9	-10
COc1ccccc1/C=N/NC(=O)c1cc2c(ccc3ccccc32)o1	23	-12	-12	1	-2	-1.7	-0.2	-3	-6	-5
Cc1cc(=O)n2nc(N3CCCC(C(=O)Nc4ccc(C)c(C)c4)C3)sc2n1 (configuration not stated)	4	nt	-5	-3	-2	-0.8	-1.5	2	-1	nt
CC(OC(=O)c1ccc([N+](=O)[O-])cc1)C(=O)NCC1CCCCC1 (configuration not stated)	-2	7	-1	-2	-1	11	0.7	2	-1	-7
COc1ccccc1N1CCN(C(=O)c2cc(-c3cccc(Cl)c3)on2)CC1	-5	2	1	nt	0	-2.8	-10	3	-1	nt
C#CCOCCOCCOCCNc1nc(N2CCN(C(=O)CCCCCCCCCCNC(=O)[C@H]([C@@H](C)CC)n3cc(CCCCN=C(N)N)nn3)CC2)nc(N2CCN(C(=O)CCCCCCCCCCNC(=O)[C@H](CO)n3cc(CCCSC)nn3)CC2)n1	?	-73	-305	nt	8	-0.4	-0.8	1	8	-9
O=C(CN1C(=O)NC2(CCCC2)C1=O)OCc1ccc(Cl)c(Cl)c1	2	0	-3	1	-2	-1.1	-9.2	2	-5	-2
CN(C)c1nc(OCCNC(=O)Nc2ccc(Cl)cc2)nc(N(C)C)n1	5	14	-5	1	6	-1.6	-7.9	12	9	4
Cc1cc(C)c(S(=O)(=O)N2CCN(C(=O)c3cccs3)CC2)c(C)c1	4	-8	-7	-1	1	-0.4	-0.4	-1	5	-2
COc1cc(NC(=S)NCCCN2CCOCC2)c(OC)cc1NC(=O)c1ccco1	-6	7	-8	-3	3	-1.3	-0.4	-3	-9	-2
CS(=O)(=O)NNC(=O)CN1C(=O)C2C3C=CC(C3)C2C1=O (configuration not stated)	4	-9	-3	-3	3	0.4	1.8	-5	7	-4
CC(C)CN(C(=O)c1ccc(S(=O)(=O)N2CCCC2)cc1)C1CCS(=O)(=O)C1 (configuration not stated)	-8	-7	-1	4	-4	-1.2	-0.2	-3	-6	3
Cc1nc(NC(=O)c2ccccc2)sc1C	4	nt	5	4	-9	-1.1	3.4	2	1	-6
CN(CCOc1ccc(Cl)cc1)C(=O)c1ccccc1SCC(=O)N1CCCC1	5	-8	-7	-1	-2	0.4	0.1	-1	5	-14
Cc1ccc2oc(Nc3nc(C)cc(C)n3)nc2c1	-2	54	2	7	0	-1.3	-2.9	0	3	0
COC(=O)c1ccc(C(=O)OC)c(NC(=S)N2CCCCC2)c1	-4	9	-3	nt	-4	-0.4	2.9	-1	1	-5
Cc1cccc(N(C)c2cc(C)nc3ncnn23)c1	7	0	-4	-3	1	1.3	0.3	1	2	-7
Cc1ccc(S(=O)(=O)Nc2ccccc2C(=O)OC(C)C(=O)Nc2ccc3ccccc3c2)cc1[N+](=O)[O-] (configuration not stated)	4	11	-5	-6	-8	-1.0	0.4	0	-7	-4
O=C(NC1CCCCC1)c1cccc(COCC(F)(F)F)c1	nt	nt	-2	3	-3	-3.1	1.2	0	3	-3
O=C(NCC(c1cccnc1)N1CCN(c2ccccc2)CC1)OCc1ccccc1 (configuration not stated)	-7	-6	-5	nt	2	-1.4	-0.3	0	10	-1
COc1cc2c(cc1OC)CN(C(=S)Nc1ccc(OC(F)F)cc1)CC2	-1	-3	0	6	-2	0.0	1.1	1	-2	3
O=C(NCc1ccccc1)c1cccc(NC(=O)C2CCC2)c1	-3	-3	-5	0	-5	-1.1	1.9	-2	-7	-13
COc1ccc(-c2cc(C(=O)NCc3cccnc3)no2)cc1	-14	17	-5	nt	-6	nt	-1.1	4	-5	-1
COc1nc(-c2ccc(Cl)cc2)ccc1-c1noc(-c2cccs2)n1	-4	nt	-10	1	5	-0.5	0.4	1	-4	0
COC(=O)c1cccc(NC(=O)COC(=O)CSc2nc(C)cc(C)n2)c1	-10	0	-6	nt	6	nt	2.7	1	1	-7
O=C(COc1ccc(Br)cc1)Nc1ccc(Cc2ccncc2)cc1	-3	-5	-6	1	-3	-6.1	-1.5	1	2	2
CCc1ccccc1NS(=O)(=O)c1c(C(=O)N2CCCCCC2)c(C)n(C)c1C	-3	-10	-14	1	-2	-0.6	-0.9	1	-5	-7
O=C(Nc1cccc2oc(=O)ccc12)c1ccc([N+](=O)[O-])cc1[N+](=O)[O-]	19	-59	-9	4	-9	1.1	-0.2	4	-6	4
Cn1c(=O)[nH]c(=O)c2c1nc(SCCN1CCCCC1)n2CCCc1ccccc1	?	14	0	nt	-4	-2.2	1.4	6	4	nt
COc1ccc(CCNC(=O)C(=O)NCC2OCCN2S(=O)(=O)c2ccc3c(c2)OCCO3)cc1 (configuration not stated)	-5	-5	-2	-4	-2	-2.2	0.0	0	-1	-2
CCOC(=O)N1CCN(C(=O)C2CC(=O)N(c3ccccc3)C2)CC1 (configuration not stated)	4	16	-2	0	-8	0.4	-2.9	-3	2	0
CN(C(=O)Cn1c(=O)oc2cc(S(=O)(=O)N3CCCC3)ccc21)C1CCCCC1	1	-8	-4	3	-2	-1.7	0.4	3	-4	4
Oc1cccc(N2Cc3ccccc3C2)c1	-21	13	-15	nt	1	-0.5	-0.1	3	1	-4
COc1ccc(CCn2c(NCc3ccco3)nc3c2c(=O)[nH]c(=O)n3C)cc1	3	-4	-9	-1	9	-1.6	1.1	8	9	-5

Source: PubChem BioAssay (several laboratories)
